Source: PubChem BioAssay (several laboratories)
CHRM5 antagonist = CHRM5 antagonism in calcium assay; P08912; CHO-hM5 cells, Fluo-8 calcium fluorescence, ACh EC80; inhibition, % at 3 µM; 0.59% of 360,000 active;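 active = inhibition above a per-plate cutoff, the mean of that plate's test compounds plus 3 SD, cut at about 27% in these data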;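 also: 0% = acetylcholine EC80 with DMSO and 100% = DMSO without agonist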
CHRM5 PAM = CHRM5 positive allosteric modulation. P08912. CHO-K1 hM5, Fluo-8 calcium, ACh EC20 PAM; 0% = ACh EC20, 100% = ACh EC100. activation, % at 3 µM. 0.3% of 360,000 active. AID 624038;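 active = activation above the run cutoff, the mean activation of all test compounds plus 3 SD, cut at about 18% in these data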
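Assay system – human M5 receptor in CHO-K1 cells · Read-out – % activation, ACh-normalized · Technique – Fluo-8 calcium fluorescence · Dosing – single-point, 3 µM nominal · Incubation – Fluo-8 loading 80 min at 37 °C plus 30 min room temperature · Repeats – singlicate, one well per test compound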
CHO-K1 Ca PAM = counter-screen for M1 PAMs: effect in parental CHO-K1 cells; ATP EC20, Fluo-8 calcium fluorescence; 0% at ATP EC20, 100% at ATP max; activation, % at 3 µM; 0.02% of 360,000 active;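 active = activation above the run cutoff, the mean activation of all test compounds plus 3 SD, cut at about 40% in these data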;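 also: peak over basal fluorescence ratio in a 140 s read after ATP addition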
M5 ag = agonists of human muscarinic M5 receptor (CHRM5); P08912; CHO-K1 hM5 cells, Fluo-8 calcium fluorescence; 0% DMSO wells, 100% maximal acetylcholine response; activation, % at 3 µM; 0.19% of 360,000 active; AID 624037;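 active = activation above the run's mean over test compounds plus 3 SD, cut at about 23% in these data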;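 also: signal is peak over basal fluorescence ratio across the kinetic read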
TAAR1 ag = human TAAR1 agonism; Q96RJ0; CHO RD-HGA16 TAAR1, Fluo-8 calcium fluorescence; vehicle wells 0%, saturating PEA agonist 100%; activation, % at 3 µM; 0.99% of 360,000 active; AID 624467;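 active = activation above the mean activation of all test compounds in the run plus 3 SD, cut at about 38% in these data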
Target sequence (Q96RJ0 whole entry, looked up): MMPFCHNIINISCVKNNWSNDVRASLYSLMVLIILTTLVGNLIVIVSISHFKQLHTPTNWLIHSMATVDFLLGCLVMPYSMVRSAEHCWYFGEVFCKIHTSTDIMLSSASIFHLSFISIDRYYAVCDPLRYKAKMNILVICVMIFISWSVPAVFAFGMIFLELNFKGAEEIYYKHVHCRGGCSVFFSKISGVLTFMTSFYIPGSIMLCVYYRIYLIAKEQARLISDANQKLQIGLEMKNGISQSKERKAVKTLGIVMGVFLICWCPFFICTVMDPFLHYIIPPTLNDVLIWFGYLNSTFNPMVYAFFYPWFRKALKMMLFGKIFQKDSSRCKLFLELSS
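System: CHO-derived RD-HGA16 cells with stable Gα16 and human TAAR1. Times: 17-24 h plating, Fluo-8 75 min 37 °C, 30 min RT. Measured by: calcium-sensitive Fluo-8 signal, excitation 470-495, emission 515-575 nm. Read-out basis: % activation relative to PEA EC100 response. Control set: DMSO and PEA EC100. Repeats: no replicates (n 1).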
M4 PAM = potentiates acetylcholine response at human M4 receptor; P08173; CHO-K1 hM4/Gqi5, Fluo-8 calcium fluorescence, ACh EC20; 0% = ACh EC20, 100% = maximal ACh; activation, % at 3 µM; 0.4% of 360,000 active;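 active = activation above its plate's cutoff, the mean activation of sample wells plus 3 SD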; also: some results filed as inactive read as strong as hits
Target sequence (P08173 whole entry, looked up): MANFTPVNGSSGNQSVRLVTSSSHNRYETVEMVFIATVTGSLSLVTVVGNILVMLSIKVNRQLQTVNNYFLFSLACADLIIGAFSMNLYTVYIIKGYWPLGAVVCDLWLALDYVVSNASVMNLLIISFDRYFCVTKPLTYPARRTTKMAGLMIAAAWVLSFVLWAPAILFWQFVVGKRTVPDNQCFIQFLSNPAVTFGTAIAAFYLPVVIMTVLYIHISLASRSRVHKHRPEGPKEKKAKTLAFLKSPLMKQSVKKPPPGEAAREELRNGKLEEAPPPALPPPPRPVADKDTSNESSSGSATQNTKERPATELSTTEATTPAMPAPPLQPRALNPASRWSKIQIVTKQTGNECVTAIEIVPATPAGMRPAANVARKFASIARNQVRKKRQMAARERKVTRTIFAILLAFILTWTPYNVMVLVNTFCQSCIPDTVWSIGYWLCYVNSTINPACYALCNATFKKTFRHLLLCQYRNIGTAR
TAAR1 antagonist = human TAAR1 antagonism; Q96RJ0; 1.5% of 360,000 active; inhibition, % at 3 µM; CHO RD-HGA16 TAAR1, Fluo-8 calcium fluorescence, antagonist; AID 624466;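 active = inhibition above a per-plate cutoff, the mean inhibition of test compounds on that plate plus 3 SD, cut at about 49% in these data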;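 also: 0% = DMSO plus EC80 beta-PEA response and 100% = DMSO alone without agonist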
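Test system – hTAAR1-expressing CHO RD-HGA16 cells, Gα16-coupled · Reagent – β-PEA at EC80 concentration, post-compound challenge · Compound dosing – 3 µM, single point · Timing – 140 s kinetic read after compound, 140 s after agonist · Detection – Fluo-8 intracellular calcium dye fluorescence, real-time kinetic reads · Control set – DMSO and EC80 PEA controls · Repeats – n of 1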
CRFR2-BP ag = agonists of human CRF-binding protein/CRF-R2 receptor complex; HEK293 CRF-R2/CRF-BP, calcium dye fluorescence (FLIPR); percent of saturating CRF peptide response; activation, % at 13.2 µM; 0.46% of 350,000 active;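 active = activation of at least 50%, plus an integration ratio under a set limit after plate pattern correction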;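 also: plate controls were neutral control wells without compound for no effect and CRF at EC100 for full effect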
CRFR2-BP antag = antagonists of CRF-binding protein/CRF-R2 receptor complex; HEK293 CRF-R2/CRF-BP, CRF-induced calcium fluorescence; inhibition, % at 11.8 µM; 0.59% of 350,000 active; AID 588475;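 active = inhibition of the ligand-induced calcium signal above about 50% at the single tested concentration, limit read from the data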
An asterisk follows results filed as active.

Screening O=c1cc2c(c(-c3ccccc3)n1Cc1ccccc1)[C@H](CCO)NC2 returned CHRM5 antagonist -4, CHRM5 PAM 1, CHO-K1 Ca PAM 14, M5 ag -3, TAAR1 ag 2, M4 PAM 0, TAAR1 antagonist -10, CRFR2-BP ag -1.5 and CRFR2-BP antag 9.
CCS(=O)(=O)Nc1ccc(NC(C)=O)cc1 was read as CHRM5 antagonist -4, CHRM5 PAM 12, CHO-K1 Ca PAM 18, M5 ag -6, TAAR1 ag 11, M4 PAM 14, TAAR1 antagonist 3, CRFR2-BP ag 2.1 and CRFR2-BP antag -28.
O=C(NC(Cc1ccccc1)C(=O)O)/C(=C/c1cccc([N+](=O)[O-])c1)NC(=O)c1cccc(Br)c1 (stereo not drawn) was read as CHRM5 antagonist -1, CHRM5 PAM 6, CHO-K1 Ca PAM 2, M5 ag -4, TAAR1 ag 9, M4 PAM 1, TAAR1 antagonist 1, CRFR2-BP ag 1.7 and CRFR2-BP antag 5.
Screening COc1ccc(S(=O)(=O)Nc2ccc3c(c2)OCO3)cc1OC returned CHRM5 antagonist 1, CHRM5 PAM 1, CHO-K1 Ca PAM 19, M5 ag 1, TAAR1 ag 6, M4 PAM 0, TAAR1 antagonist 13, CRFR2-BP ag -3.0 and CRFR2-BP antag 15.
O=C(CSc1nnc(C2CCCCC2)n1-c1ccccc1)NCc1ccco1 was read as CHRM5 antagonist -7, CHRM5 PAM -2, CHO-K1 Ca PAM 17, M5 ag -1, TAAR1 ag 13, M4 PAM -2, TAAR1 antagonist -6, CRFR2-BP ag 1.5 and CRFR2-BP antag 0.
Screening COC(=O)c1ccc(CN(c2ccc(C)cc2)S(=O)(=O)c2ccc3c(c2)OCCO3)o1 returned CHRM5 antagonist 3, CHRM5 PAM -4, CHO-K1 Ca PAM 14, M5 ag -10, TAAR1 ag 7, M4 PAM -7, TAAR1 antagonist 24, CRFR2-BP ag 2.3 and CRFR2-BP antag 0.
For Cc1ccc(S(=O)(=O)Oc2ccc(/C=N/NC(=O)c3nn(C)cc3Cl)cc2)cc1 the results were CHRM5 antagonist -4, CHRM5 PAM 0, CHO-K1 Ca PAM 9, M5 ag 0, TAAR1 ag 6, M4 PAM 6, TAAR1 antagonist 12, CRFR2-BP ag 1.7 and CRFR2-BP antag -27.
`Fc1cc(F)cc(Nc2nc(Cl)nc(NC3CCCC3)n2)c1` gave CHRM5 antagonist 1, CHRM5 PAM -13, CHO-K1 Ca PAM 6, M5 ag -7, TAAR1 ag 16, M4 PAM -3, TAAR1 antagonist 56*, CRFR2-BP ag 0.8 and CRFR2-BP antag -8.
Cc1cc(C)c(C(O)c2ncc(-c3ccccc3F)[nH]2)c(C)c1 (stereo not drawn) was read as CHRM5 antagonist 2, CHRM5 PAM -1, CHO-K1 Ca PAM 12, M5 ag -1, TAAR1 ag 3, M4 PAM -2 and TAAR1 antagonist -23.
For Cc1cc(C)c(NC(=O)CCCn2c(=O)oc3ccccc32)c(C)c1 the results were CHRM5 antagonist 4, CHRM5 PAM 7, CHO-K1 Ca PAM -3, M5 ag 3, TAAR1 ag 1, M4 PAM 10, TAAR1 antagonist -7, CRFR2-BP ag -0.3 and CRFR2-BP antag -4.
`CSc1ccc(/C=N/NC(=O)COc2ccc(Br)cc2Cl)cc1` gave CHRM5 antagonist -3, CHRM5 PAM 2, CHO-K1 Ca PAM 21, M5 ag -2, TAAR1 ag 9, M4 PAM 6, TAAR1 antagonist -8, CRFR2-BP ag -0.7 and CRFR2-BP antag 7.
Screening CCCOC(=O)c1ccc(-n2nnnc2SCC(=O)N2CCCCC2)cc1 returned CHRM5 antagonist 1, CHRM5 PAM -7, CHO-K1 Ca PAM -3, M5 ag 0, TAAR1 ag 12, M4 PAM -6, TAAR1 antagonist -6, CRFR2-BP ag -4.0 and CRFR2-BP antag 29.
Screening O=C(O)COc1ccccc1O returned CHRM5 antagonist -4, CHRM5 PAM -1, CHO-K1 Ca PAM 27, M5 ag 0, TAAR1 ag 0, M4 PAM 10, TAAR1 antagonist 12, CRFR2-BP ag -1.2 and CRFR2-BP antag 2.
For Cc1[nH]nc2nc(SCC(=O)NC3CCCCC3)n(-c3ccc(Br)cc3)c(=N)c12 the results were CHRM5 antagonist 17, CHRM5 PAM -6, CHO-K1 Ca PAM -13, M5 ag -3, TAAR1 ag 0, M4 PAM -1, TAAR1 antagonist 0, CRFR2-BP ag -0.4 and CRFR2-BP antag 8.
COc1ccc(Nc2nc3c(c(=O)n(C)c(=O)n3C)n2CCO)cc1 was read as CHRM5 antagonist -4, CHRM5 PAM 3, CHO-K1 Ca PAM 17, M5 ag 2, TAAR1 ag 2, M4 PAM 1, TAAR1 antagonist -5, CRFR2-BP ag -0.6 and CRFR2-BP antag -11.
`C/C(=N\NC(=O)C(=O)Nc1cccc(Cl)c1C)c1ccncc1` gave CHRM5 antagonist 2, CHRM5 PAM -4, CHO-K1 Ca PAM -10, M5 ag -1, TAAR1 ag 5, M4 PAM -8, TAAR1 antagonist -7, CRFR2-BP ag -0.9 and CRFR2-BP antag 12.
Screening Cc1cccc(C(=O)Nc2ccccc2-c2nnn(CC(=O)Nc3ccc4c(c3)OCCO4)n2)c1 returned CHRM5 antagonist 10, CHRM5 PAM 0, CHO-K1 Ca PAM 19, M5 ag 1, TAAR1 ag 17, M4 PAM 2, TAAR1 antagonist 28, CRFR2-BP ag 2.3 and CRFR2-BP antag -24.
`COc1ccc(C(=O)OCCc2sc[n+](CC(=O)c3ccccc3)c2C)cc1` gave CHRM5 antagonist 22, CHRM5 PAM -17, CHO-K1 Ca PAM -16, M5 ag -7, TAAR1 ag 0, M4 PAM -8, TAAR1 antagonist -5, CRFR2-BP ag 0.2 and CRFR2-BP antag -4.
CCC(C(=O)NC1CCN(C)CC1)c1ccccc1 (stereo not drawn) was read as CHRM5 antagonist 12, CHRM5 PAM -2, CHO-K1 Ca PAM 8, M5 ag -9, TAAR1 ag 0, M4 PAM -1, TAAR1 antagonist 0, CRFR2-BP ag 0.8 and CRFR2-BP antag -2.
For COC(=O)c1cnc2ccccc2n1 the results were CHRM5 antagonist 7, CHRM5 PAM -4, CHO-K1 Ca PAM 8, M5 ag -2, TAAR1 ag 3, M4 PAM 8, TAAR1 antagonist 2, CRFR2-BP ag -0.5 and CRFR2-BP antag -1.
`O=C(N/N=C/c1ccoc1)c1cccc([N+](=O)[O-])c1` gave CHRM5 antagonist 0, CHRM5 PAM -2, CHO-K1 Ca PAM -13, M5 ag -3, TAAR1 ag 1, M4 PAM 0, TAAR1 antagonist 3, CRFR2-BP ag 0.5 and CRFR2-BP antag 6.
`COc1ccc(NC(=O)CC2C(=O)N(c3ccc(F)cc3)C(=S)N2NC(=O)c2ccc(Cl)cc2)cc1` (stereo not drawn) gave CHRM5 antagonist 3, CHRM5 PAM 0, CHO-K1 Ca PAM 20, M5 ag 3, TAAR1 ag 0, M4 PAM -2, TAAR1 antagonist 9, CRFR2-BP ag -0.2 and CRFR2-BP antag -16.
CCn1cc(C(=O)Nc2ccc(OC)c(OC)c2)c2cc(OC)c(OC)cc2c1=O was read as CHRM5 antagonist -1, CHRM5 PAM 11, CHO-K1 Ca PAM 11, M5 ag -6, TAAR1 ag 8, M4 PAM 0, TAAR1 antagonist 1, CRFR2-BP ag -1.2 and CRFR2-BP antag 10.
For CC(=O)N1c2ccc(S(=O)(=O)N3CCC(C(=O)N4CC(C)CC(C)C4)CC3)cc2CC1C (stereo not drawn) the results were CHRM5 antagonist 12, CHRM5 PAM -7, CHO-K1 Ca PAM -11, M5 ag -6, TAAR1 ag 1, M4 PAM 6, TAAR1 antagonist -17, CRFR2-BP ag -2.6 and CRFR2-BP antag 6.
Screening O=C(C=C1SCCS1)/C=C/c1ccco1 returned CHRM5 antagonist 3, CHRM5 PAM 3, CHO-K1 Ca PAM 15, M5 ag -2, TAAR1 ag 13, M4 PAM 6, TAAR1 antagonist 5, CRFR2-BP ag 4.4 and CRFR2-BP antag -3.
For CC(C)(C)c1ccc(O)c(N=Cc2cc(Br)ccc2O)c1 the results were CHRM5 antagonist -2, CHRM5 PAM 1, CHO-K1 Ca PAM 8, M5 ag -7, TAAR1 ag 4, M4 PAM -11, TAAR1 antagonist -1, CRFR2-BP ag 8.8 and CRFR2-BP antag -10.
Screening Cc1cccc(NC(=O)c2ccc(F)c(S(=O)(=O)N3CCC4(CC3)OCCO4)c2)c1 returned CHRM5 antagonist 0, CHRM5 PAM -3, CHO-K1 Ca PAM 19, M5 ag -1, TAAR1 ag 0, M4 PAM 4, TAAR1 antagonist -14, CRFR2-BP ag -0.3 and CRFR2-BP antag -4.
`CC(C)NC(=O)c1ccccc1NC(=O)C(C)Oc1ccccc1` (stereo not drawn) gave CHRM5 antagonist -15, CHRM5 PAM 9, CHO-K1 Ca PAM 15, M5 ag 1, TAAR1 ag 0, M4 PAM 15, TAAR1 antagonist 9, CRFR2-BP ag -1.2 and CRFR2-BP antag -29.
For CCn1c2ccccc2c2cc(NC(=O)COC(=O)c3cc(Cl)c(N)cc3OC)ccc21 the results were CHRM5 antagonist 5, CHRM5 PAM 2, CHO-K1 Ca PAM 5, M5 ag -4, TAAR1 ag 1, M4 PAM -11, TAAR1 antagonist 8, CRFR2-BP ag 4.2 and CRFR2-BP antag -19.
`S=C(Nc1cccc(Cl)c1)Nc1ccc2cn[nH]c2c1` gave CHRM5 antagonist -3, CHRM5 PAM -8, CHO-K1 Ca PAM 18, M5 ag 2, TAAR1 ag 8, M4 PAM -2, TAAR1 antagonist 28, CRFR2-BP ag -1.0 and CRFR2-BP antag -7.

Among those listed so far, these have a furan ring, fused or not:
O=C(CSc1nnc(C2CCCCC2)n1-c1ccccc1)NCc1ccco1 was read as CHRM5 antagonist -7, CHRM5 PAM -2, CHO-K1 Ca PAM 17, M5 ag -1, TAAR1 ag 13, M4 PAM -2, TAAR1 antagonist -6, CRFR2-BP ag 1.5 and CRFR2-BP antag 0.
Screening COC(=O)c1ccc(CN(c2ccc(C)cc2)S(=O)(=O)c2ccc3c(c2)OCCO3)o1 returned CHRM5 antagonist 3, CHRM5 PAM -4, CHO-K1 Ca PAM 14, M5 ag -10, TAAR1 ag 7, M4 PAM -7, TAAR1 antagonist 24, CRFR2-BP ag 2.3 and CRFR2-BP antag 0.
`O=C(N/N=C/c1ccoc1)c1cccc([N+](=O)[O-])c1` gave CHRM5 antagonist 0, CHRM5 PAM -2, CHO-K1 Ca PAM -13, M5 ag -3, TAAR1 ag 1, M4 PAM 0, TAAR1 antagonist 3, CRFR2-BP ag 0.5 and CRFR2-BP antag 6.
Screening O=C(C=C1SCCS1)/C=C/c1ccco1 returned CHRM5 antagonist 3, CHRM5 PAM 3, CHO-K1 Ca PAM 15, M5 ag -2, TAAR1 ag 13, M4 PAM 6, TAAR1 antagonist 5, CRFR2-BP ag 4.4 and CRFR2-BP antag -3.
